ST2 IL33 inh: inhibitors of human ST2 (IL1RL1) binding to IL-33. Q01638. AlphaLISA ST2-Fc/biotin-IL-33 interaction, 1 h. inhibition, % for hits at 17 µM. 2.3% of 78,000 active. AID 1259354; in the data active means inhibition above about 30%; inconclusive means mostly about 10% to 28%
Target sequence (Q01638 whole entry, looked up): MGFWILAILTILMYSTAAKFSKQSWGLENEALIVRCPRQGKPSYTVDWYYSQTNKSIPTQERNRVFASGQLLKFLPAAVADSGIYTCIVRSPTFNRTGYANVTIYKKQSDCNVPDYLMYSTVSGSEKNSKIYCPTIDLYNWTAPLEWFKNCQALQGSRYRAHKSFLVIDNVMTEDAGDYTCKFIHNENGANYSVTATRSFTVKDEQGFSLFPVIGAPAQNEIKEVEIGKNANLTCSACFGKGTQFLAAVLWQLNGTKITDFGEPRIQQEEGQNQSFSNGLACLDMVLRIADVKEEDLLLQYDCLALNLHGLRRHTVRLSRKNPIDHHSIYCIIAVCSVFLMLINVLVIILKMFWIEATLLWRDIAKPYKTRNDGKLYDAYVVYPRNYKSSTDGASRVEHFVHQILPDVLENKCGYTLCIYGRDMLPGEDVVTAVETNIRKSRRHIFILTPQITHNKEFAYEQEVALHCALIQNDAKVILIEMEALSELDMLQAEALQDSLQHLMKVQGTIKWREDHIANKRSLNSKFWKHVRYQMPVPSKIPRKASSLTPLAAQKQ
* marks the source's active call; other numbers are inactive results; i = inactive; ? = inconclusive. A portion of the library; count on the stated rates, not on these rows.

SMILES	ST2 IL33 inh
CCOC(=O)c1c(NC(C)=O)sc2c1CCN(Cc1ccccc1)C2	i
CCn1cnnc1CN(C)C(=O)c1ccc(OCC(=O)N2CCCCC2)cc1	i
Cc1cc(Cl)ccc1C(=O)C1CCCN(C(=O)CCc2c(C)nc3ncnn3c2C)C1 (stereo unspecified)	?
CN(CCc1ccccn1)C1CCCN(C(=O)c2ccc(=O)[nH]c2)C1 (stereo unspecified)	i
COc1ccc(N2C(=O)CC(N3CCOCC3)C2=O)cc1 (stereo unspecified)	i
COC(OC)C12c3ccccc3C(c3ccccc31)[C@@H]1C(=O)N(c3cccc(C)c3C)C(=O)[C@@H]12	i
C=CCC1c2cccc(C(=O)O)c2C(=O)N1c1ccc(Cl)cc1 (stereo unspecified)	?
Cc1cccc(Cn2cnc3c(oc4ccccc43)c2=O)c1	?

Next part
SMILES	ST2 IL33 inh
CC(C)OCCCNC(=O)C1CCN(S(=O)(=O)N2CCCCC2)CC1	i
O=C(Nc1ccc(F)cc1Cl)C1c2ccccc2C(=O)N2CCc3ccccc3C12 (stereo unspecified)	i
CC(C)(C)c1cc(CNC(=O)c2cccc(Cn3cccn3)c2)[nH]n1	?
Cc1cc(CN2CCCC2)cc(Oc2ccc(C(N)=O)cn2)c1	i
CCOc1ccc(-n2c(SC)nc3c([nH]c4ccccc43)c2=O)cc1	?
COc1cncc(-c2ccc(-c3ccn[nH]3)cc2)c1	i
C=CCn1nc(C(=O)O)c2c1CCC(N(C)Cc1nonc1C)C2 (stereo unspecified)	i
CCN(CC)C(=O)[C@@H]1C[C@@H](N)CN1C(=O)Cc1ccc2nc(C)[nH]c2c1	i

The results go on.
SMILES	ST2 IL33 inh
Cc1cc(C(O)C(O)CO)co1 (stereo unspecified)	i
O=C(Nc1ccc(Cl)c(Cl)c1)[C@@H]1C[C@@H]1c1ccccc1	i
CC(C)CCNC(=O)C1CCCN1S(=O)(=O)c1cccc2nsnc12 (stereo unspecified)	i
Cc1[nH]c(=O)[nH]c(=O)c1S(=O)(=O)N(CCc1ccccc1)Cc1ccccc1	i
O=C(O)c1cccnc1CN(Cc1ccsc1)C1CC1	i
COC(=O)[C@@H]1C[C@@H](NC(=O)CCc2nc3c(C)c(C)ccc3[nH]2)CN1C	i
O=C1CCC(N2C(=O)c3ccccc3C2=O)C(=O)N1 (stereo unspecified)	?
COc1ccc(Cc2nc3ccc(C(=O)N(C)Cc4nccn4C)cc3o2)cc1	i

Additional structures:
SMILES	ST2 IL33 inh
COc1ccccc1NC(=O)CN(c1ccc(Cl)cc1)S(C)(=O)=O	i
CSCC[C@@H](C(=O)NCc1cccc(C(C)=O)c1)N1Cc2ccccc2C1=O	i
Cc1nc(NC(N)=NS(=O)(=O)c2ccccc2)nc2ccccc12	i
Cc1ncc(CN2CCN(CC3CCCCC3)C(CCO)C2)s1 (stereo unspecified)	i
CCC(C)NC(=O)CNC(=O)c1cn(-c2ccccc2OC)c(=O)c2ccccc12 (stereo unspecified)	i
Cc1cc(Nc2ccccc2)nc(Nc2ccc(NC(=O)c3ccc(F)cc3)cc2)n1	i
CCc1ccc(S(=O)(=O)N=C2C=C(Nc3cccc(C(=O)O)c3)C(=O)c3ccccc32)cc1	52%*
COC(=O)c1c(NC(=O)c2ccc(OC)c(OC)c2)sc2c1CCCC2	i

3 successive compounds out of the list so far, quoted:
SMILES	ST2 IL33 inh
Cc1cc(Nc2ccccc2)nc(Nc2ccc(NC(=O)c3ccc(F)cc3)cc2)n1	i
CCc1ccc(S(=O)(=O)N=C2C=C(Nc3cccc(C(=O)O)c3)C(=O)c3ccccc32)cc1	52%*
COC(=O)c1c(NC(=O)c2ccc(OC)c(OC)c2)sc2c1CCCC2	i

Next part:
SMILES	ST2 IL33 inh
O=C(NC(Nc1ccc([N+](=O)[O-])cc1)C(Cl)(Cl)Cl)c1cccs1 (stereo unspecified)	?
O=C(c1ccco1)N1CCN(C(=O)C2c3ccccc3C(=O)N3CCc4ccccc4C23)CC1 (stereo unspecified)	i
Cc1cc(NC(=O)Cn2c(=O)n(-c3ccc(C)c(F)c3)c(=O)c3sccc32)n[nH]1	i
CCCNC(=O)C12CC3(C)CC(C)(CC(C)(C3)C1)C2	i
O=C(CSc1nc2c(c(=O)n1-c1ccccc1)SCC2)NCc1ccccc1	i
O=C(O)c1cc(N2C(=O)C3C4C=CC(CC4)C3C2=O)ccc1Cl (stereo unspecified)	i
O=C(Nc1ccc2oc(-c3ccncc3)nc2c1)c1cccs1	i
Cn1c(=O)cc(SCC(=O)NCCCN2CCCC2=O)c2ccccc21	i

Continued; it opens with the 2 that closed the last part.
SMILES	ST2 IL33 inh
O=C(Nc1ccc2oc(-c3ccncc3)nc2c1)c1cccs1	i
Cn1c(=O)cc(SCC(=O)NCCCN2CCCC2=O)c2ccccc21	i
Cc1cc(N2CCC(C)CC2)nc2ccc(NC(=O)CCC(=O)N3CCCCCC3)cc12	?
Cc1ccc(-n2c(=O)n(Cc3ccccc3)c3c(C(N)=O)nc(-c4ccc(Cl)cc4)nc32)cc1C	i
CCNS(=O)(=O)c1cc(Br)cc2c1N(C(=O)CC)CC2	i
Cc1cc(C)nc(NS(=O)(=O)c2ccc(NC(=O)c3ccc(F)c(F)c3)cc2)n1	i
CN(Cc1ccccc1)C(=O)C[C@@H]1O[C@H](CNC(=O)c2ccno2)[C@@H](O)[C@H]1O	i
CCOc1ccccc1C1NC(=O)c2c(sc3c2CCN(C)C3)N1 (stereo unspecified)	i
O=C(CN1C(=O)CC(c2ccco2)Sc2ccccc21)Nc1ccc(F)cc1 (stereo unspecified)	i
CC1(C)[C@H]2CC=C(CCNC(=O)Cn3cc(NC(=O)c4ccc5c(c4)OCO5)cn3)[C@@H]1C2	i

Other entries follow.
molecule	ST2 IL33 inh
Cc1cnc(Cn2cnc(-c3ccccc3)c2-c2ccccc2C(=O)O)cn1	i
Cc1cc(NC(=O)COc2ccccc2)no1	?
CC(c1nccs1)N(C)C(=O)CCSc1ccc2c(c1)OCCO2 (stereo unspecified)	i
COC(=O)c1cccc(C(=O)N[C@H]2CO[C@H]3[C@@H]2OC[C@H]3OC(=O)Nc2cccc(C(F)(F)F)c2)c1	i
O=C1NC(=O)/C(=C\c2ccc(-c3cccc(C(=O)O)c3)o2)S1	i
COc1ccc(/C=C2/C(C)=C(C#N)c3nc(N)c(C#N)c(C)c32)cc1Br	?
O=C(C1CC1)N(c1ccc(F)cc1)C1C=CS(=O)(=O)C1 (stereo unspecified)	i
COc1ccc2c(c1)CCc1c(C(=O)Nc3cc(Br)ccc3O)noc1-2	?

(list continues)
molecule	ST2 IL33 inh
Cc1cc(Cl)ccc1OCC(=O)Nc1ccccc1I	i
CCOC(=O)c1c(C)oc2ccc(OC(=O)c3ccccc3)cc12	i
O=C(CCn1c(=O)c2sccc2n(Cc2cccc([N+](=O)[O-])c2)c1=O)NCc1ccccc1	i
COCCOc1cc(C)c2c(c1C)C[C@H]([C@H](C)C(=O)N1CCSCC1)CC2	i
COc1cc(/C=C/c2nc(-c3ccccc3O)n(-c3ccccc3)n2)ccc1O	?
CC1=C(C(=O)OC2CCCC2)C(c2cccc(OCc3ccccc3)c2)NC(=O)N1 (stereo unspecified)	i
N#C/C(=C\c1ccc(I)cc1)c1nc(-c2ccc([N+](=O)[O-])cc2)cs1	i
N#Cc1c(NC(=O)c2ccc(N3C(=O)C4C5C=CC(C5)C4C3=O)cc2)sc2c1CCCC2 (stereo unspecified)	i

Going on with the list.
molecule	ST2 IL33 inh
COc1c(Cl)cc(Cl)cc1/C=C1\N=C(c2ccccc2)OC1=O	i
COc1cc(N2CCC(O)(CN3CCCC3)CC2)ncn1	i
Cc1ccc(CN2C[C@H](O)C[C@H]2c2nc(-c3ccc(F)cc3)no2)cc1	?
CCOC(=O)C1CCN(C(=O)Cc2c(C(=O)O)[nH]c3ccc(Cl)cc23)CC1	i
Cc1ccccc1NC(=O)Nc1ccc(Cl)cc1	?
CCC1CCCCN1C(=O)c1cn(C)c(=O)c2cc(OC)c(OC)cc12 (stereo unspecified)	?
CCOC(=O)Nc1ccncc1[N+](=O)[O-]	i
O=C(c1cn(-c2ccccc2)nc1-c1ccccc1)N1CCCCC1	i

Going on with the list.
molecule	ST2 IL33 inh
O=c1oc2ccccc2cc1-c1nc(-c2ccc([N+](=O)[O-])cc2)n[nH]1	i
Cc1cc(C)cc(C(=O)NCCSc2c(C)[nH]c3ccccc23)c1	i
Nc1nccc(-c2ccc(F)cc2Cl)n1	i
CN(Cc1ccccc1)C(=O)CN(c1ccc([N+](=O)[O-])cc1)S(=O)(=O)c1ccccc1	?
CCC1=C(c2ccc(OC)cc2)S(=O)(=O)N(CC(=O)NCC(C)c2ccccc2)C1=O (stereo unspecified)	i
CC1=C(C(=O)Nc2ccc(F)cc2F)C(c2cccs2)C2=C(CCCC2=O)N1 (stereo unspecified)	i
CC1=C(C(=O)Nc2ccc(Cl)cc2)C(c2cccc([N+](=O)[O-])c2)n2c(nc3ccccc32)N1 (stereo unspecified)	?
Cc1ccc(Nc2ncnc3c2cnn3-c2ccccc2)cc1Cl	i

New compounds follow
molecule	ST2 IL33 inh
Cc1sc(N2C(=O)C3C4C=CC(C4)C3C2=O)c(C#N)c1C (stereo unspecified)	i
O=C(C(Cc1ccccc1)NS(=O)(=O)c1cccs1)N1CCCCCC1 (stereo unspecified)	i
O=C(NCCNC(=O)c1ccncc1)c1ccncc1	i
O=C(O)c1ccc2c(c1)C(=O)N(c1ccc3sc(-c4ccccc4O)nc3c1)C2=O	i
CC(C(=O)O)C1Sc2ccccc2N(Cc2ccccc2F)C1=O (stereo unspecified)	i
COc1cc(OC)cc(C(=O)Nc2ccc(Nc3nc(C)cc(Nc4ccccc4)n3)cc2)c1	?
Cn1c(=O)cc(SCC(=O)N2CCCCC2)c2ccc(Cl)cc21	i
COc1ccc(NC(=O)c2cc(CC(C)C)on2)cc1OC	?

Carrying on:
molecule	ST2 IL33 inh
COC(=O)c1ccc(N2C(=O)CSC2c2ccc(Cl)cc2Cl)cc1 (stereo unspecified)	i
C=CCc1cc(Cl)ccc1OCCCn1ccnc1	i
COc1ccc(S(=O)(=O)Nc2ccccc2Cl)cc1OC	i
Cc1ccc(S(=O)(=O)N=C2C=C(Nc3cccc(C(=O)O)c3)C(=O)c3ccccc32)c(C)c1	48%*
CCOC(=O)c1ccc(NC(=O)c2cc3c(=O)n4cccc(C)c4nc3n2C)cc1	?
CN1CCC2(CC1)CN(Cc1cccnc1OCC(F)(F)F)CCN2C	?
CCOC(C)c1n[nH]c(=O)n1Cc1cccs1 (stereo unspecified)	i
O=c1c2c(nc(SCc3cccc(F)c3)n1-c1ccccc1)CCS2	?

Going on with the list.
molecule	ST2 IL33 inh
CNCC(=O)NCCc1nc(-c2ccccn2)no1	?
Cc1cccn2c(=O)c3cc(C(=O)NCCCN4CCCC4=O)n(C)c3nc12	i
CC12CC(NC(=O)N1c1ccc(C(=O)NC3CCCCC3)cc1)c1ccccc1O2 (stereo unspecified)	?
COc1ccc(S(=O)(=O)N(CC(=O)N2CCOCC2)c2ccc(C)cc2)cc1	i
O=C(CCCOc1ccc(Cl)cc1Cl)N1CCCCC1	?
CCOC(=O)c1c(NC(=O)c2cc(-c3ccc(Br)cc3)on2)sc(C)c1C	i
COc1cc2c(C(=O)N3CCCCCC3)cn(C)c(=O)c2cc1OC	i
COc1ccc2c(c1)CCC1C2CC[C@@]2(C)C1CC[C@@H]2NCCCCCCN1C(=O)C=CC1=O (stereo partly specified)	46%*

Further structures follow.
molecule	ST2 IL33 inh
CCN(CC)Cc1cnc2c(C(=O)N3[C@@H]4CC[C@H]3CNC4)cnn2c1	?
COC(=O)c1cc2n(n1)CCN(C(=O)Cn1c(C(C)C)nc3ccccc31)C2	i
O=C(Nc1ccc(F)cc1)C1(S(=O)(=O)c2ccc(Cl)cc2)CC1	i
CC1CCCCN1CCNC(=O)c1cc(=O)[nH]c2ccc(S(=O)(=O)N3CCCCC3C)cc12 (stereo unspecified)	i
COc1ccccc1C1C(C(N)=O)=C(C)Nc2nc(SCc3ccccc3F)nn21 (stereo unspecified)	?
CCCc1cc(C(=O)NCc2cccnc2N(C)C)ccn1	i
COc1cccc(CN2CCSCC2)c1OC	?
Cc1ccc(C(=O)c2ccccc2C(=O)O)c(C)c1	i

(more compounds)
molecule	ST2 IL33 inh
COc1ccc(N2C(=O)C3C4C=CC(C4)C3C2=O)c(OC)c1 (stereo unspecified)	i
C=C(C)CSC1=C(C#N)C(c2ccc(O)c(OC)c2)CC(=O)N1 (stereo unspecified)	?
Cc1ccc(CN2CCSc3ccc(C(=O)NCc4ccc5c(c4)OCO5)cc32)cc1	i
O=[N+]([O-])c1cccc(/C(=N\O)N2CCOCC2)c1	?
CCCc1cc(=O)n(-c2nc3ccccc3s2)[nH]1	i
COc1ccc(C(=O)Nc2cc(C(=O)Nc3cc(Cl)ccc3Cl)ccc2OC)cc1	i
CC(=O)N1c2c(cc(Br)cc2S(=O)(=O)Nc2ccccc2F)CC1C (stereo unspecified)	i
CCc1nnsc1C(=O)N1CCc2[nH]nc(-c3cccc(OC)c3)c2C1	i

Part of the list above, with each value named.
CCOc1ccccc1C1NC(=O)c2c(sc3c2CCN(C)C3)N1 (stereo unspecified)
  ST2 IL33 inh = i
CCOC(=O)c1ccc(NC(=O)c2cc3c(=O)n4cccc(C)c4nc3n2C)cc1
  ST2 IL33 inh = ?
COc1cc(N2CCC(O)(CN3CCCC3)CC2)ncn1
  ST2 IL33 inh = i
Nc1nccc(-c2ccc(F)cc2Cl)n1
  ST2 IL33 inh = i

Continued:
molecule	ST2 IL33 inh
Cc1ccc(NC(=O)Cn2c([N+](=O)[O-])cnc2C)cc1Cl	?
COc1ccc(NS(=O)(=O)c2cc(C(=O)Nc3ccc(C(=O)O)cc3)ccc2C)cc1	i
CN1CCN(C(=O)c2cc(-c3ccc(Br)cc3)on2)CC1	?
C=CCc1cc(OC)ccc1OCCN1CCN(C)CC1	i
Cn1nnnc1SCCn1ccnc1-c1cc2c(cc1Cl)OCO2	i
C=CC[C@@H]1CC=C[C@@H](CC=C)N1C(=O)c1ccc2nc[nH]c2c1	i
CCOc1ccnc(N2CCN(Cc3ccc4c(c3)OCO4)CC2)n1	?
Cc1nc2ccc(Cl)cn2c1C(=O)N1CC2(CCNCC2)CC1C(=O)O (stereo unspecified)	i
O=[N+]([O-])c1ccc(N2CCN(CCO)CC2)c2ncccc12	?
CNc1cc(-c2nc(N3CCCC3)nc(C)c2C)c2cc[nH]c2n1	?
